Screening data: PubChem, NMMLSC
ABCB1 block = inhibitors of human ABCB1 transporter, ABCG2 counter-screen. P08183. CCRF-Adr cells, JC-1 efflux, flow cytometry. inhibition, % at 6.6 µM. 190,000 tested, 0.067% active; in the data active means inhibition above about 40%;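 further: 0% = vehicle and 100% = reference inhibitor; higher value means more JC-1 retained so stronger ABCB1 efflux block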
Bim-Bcl-B = human Bim-Bcl-B interaction inhibition. 190,000 tested, 0.073% active. inhibition, % at 10 µM. Q9HD36. bead-based flow cytometry, Bim peptide-Bcl-B binding;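 further: 0% = tracer peptide without compound and 100% = reference inhibitor peptide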
Target sequence (Q9HD36 whole entry, looked up): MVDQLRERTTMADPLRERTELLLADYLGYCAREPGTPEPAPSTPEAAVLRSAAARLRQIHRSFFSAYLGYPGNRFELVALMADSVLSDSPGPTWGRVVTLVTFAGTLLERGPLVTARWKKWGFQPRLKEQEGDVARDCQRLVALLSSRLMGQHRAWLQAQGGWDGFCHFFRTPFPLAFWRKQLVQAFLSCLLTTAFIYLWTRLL
Bim-Bcl-XL = human Bim-Bcl-XL interaction inhibition; Q07817; Bim peptide-Bcl-XL binding, bead flow cytometry, fluorescence; inhibition, % at 10 µM; 190,000 tested, 0.04% active
RGS4-Gao reg = human RGS4-Galphao interaction regulation; 220,000 tested, 0.33% active; binding response (% of control), % at 10 µM; AID 1415; Multiplexed bead flow cytometry, RGS4-Galphao binding; actives lie on both sides; P09471; in the data active means binding response below about 49% or above about 150%; inactive means in between;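 further: fluorescent Galphao activated with aluminum fluoride binding bead-coupled RGS4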
Target sequence (P09471 whole entry, looked up): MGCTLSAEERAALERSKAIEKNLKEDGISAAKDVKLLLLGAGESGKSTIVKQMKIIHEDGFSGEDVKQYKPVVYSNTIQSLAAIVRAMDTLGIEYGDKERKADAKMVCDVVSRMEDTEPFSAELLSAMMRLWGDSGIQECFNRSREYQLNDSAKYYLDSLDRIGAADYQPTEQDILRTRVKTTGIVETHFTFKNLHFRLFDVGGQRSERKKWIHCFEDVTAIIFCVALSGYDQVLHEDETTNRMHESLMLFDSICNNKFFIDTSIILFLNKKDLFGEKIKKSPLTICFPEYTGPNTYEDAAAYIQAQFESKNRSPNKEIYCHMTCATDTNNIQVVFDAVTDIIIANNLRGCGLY
RGS8-Gao = modulates binding of RGS8 to human Galphao; P09471; multiplexed bead flow cytometry; actives lie on both sides; response (percent of control binding), % at 10 µM; 220,000 tested, 0.34% active; AID 1423; in the data active means response below about 60% or above about 140%; inactive means in between;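 further: Galphao activated as the GDP aluminium fluoride complex binding bead-coupled RGS8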
Bim-Bcl-W = inhibitors of Bim-Bcl-W interaction, human. bead-based flow cytometry, Bim peptide-Bcl-W binding. Q92843. AID 952. inhibition, % at 10 µM. 190,000 tested, 0.02% active;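 further: 0% = bound tracer without compound and 100% = peptide blocker; higher means less fluorescent Bim peptide bound to Bcl-W beads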
Target sequence (Q92843 whole entry, looked up): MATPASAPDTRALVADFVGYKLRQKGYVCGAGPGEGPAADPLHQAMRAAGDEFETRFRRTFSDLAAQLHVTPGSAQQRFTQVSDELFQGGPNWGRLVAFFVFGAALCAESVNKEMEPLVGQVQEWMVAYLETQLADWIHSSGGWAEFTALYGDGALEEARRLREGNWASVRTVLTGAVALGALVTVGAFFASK
Mcl-1 Bim block = inhibitors of Bim-Mcl-1 interaction, human; Q07820; Bead-based flow cytometry, Bim peptide-Mcl-1 binding; inhibition, % at 10 µM; 190,000 tested, 0.1% active; AID 1009;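 further: 0% = no compound tracer wells and 100% = peptide blocker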
Bim-Bfl-1 = disrupts Bim binding to human Bfl-1; Q16548; Bead-based flow cytometry, Bim-Bfl-1 binding inhibition; inhibition, % at 10 µM; 190,000 tested, 0.12% active; AID 1008;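 further: 0% = wells without compound plus tracer and 100% = blocker peptide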
RGS7-Gao = modulates binding of RGS7 to human Galphao. P09471. Multiplexed bead flow cytometry; actives lie on both sides. binding response (% of control), % at 10 µM. 220,000 tested, 0.35% active. AID 1439; in the data active means binding response below about 49% or above about 150%; inconclusive means no clear call, values can overlap the other calls; inactive means in between;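 further: fluorescent Galphao held in activated GDP-AlF4 state binding bead-coupled RGS7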
ABCG2 inh = blocks JC-1 efflux by human ABCG2 transporter; IgMXP3 cells, flow cytometry; inhibition, % at 6.6 µM; AID 1325; 190,000 tested, 0.1% active; Q9UNQ0;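 active means inhibition above 80%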;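 further: 0% = DMSO and 100% = nicardipine control wells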
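test system = two drug-resistant human cell lines, ABCG2 and ABCB1 | amount = 3 million cells/mL final, two lines in 1:1 ratio | reagent = JC-1 transporter substrate | doses = one concentration, 6.6 µM final | incubation = 10 min at 25 °C | signal = flow cytometric JC-1 green MFI at 530 nm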
Bim-Bcl-2 = disrupts Bim peptide binding to human Bcl-2 | P10415 | inhibition, % at 10 µM | 190,000 tested, 0.06% active | AID 950 | Bead-based flow cytometry, Bim peptide-Bcl-2 binding; in the data active means inhibition above about 40%; inconclusive means no clear call, values can overlap the other calls;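 further: 0% = no compound wells with probe peptide and 100% = reference peptide inhibitor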
Target sequence (P10415 whole entry, looked up): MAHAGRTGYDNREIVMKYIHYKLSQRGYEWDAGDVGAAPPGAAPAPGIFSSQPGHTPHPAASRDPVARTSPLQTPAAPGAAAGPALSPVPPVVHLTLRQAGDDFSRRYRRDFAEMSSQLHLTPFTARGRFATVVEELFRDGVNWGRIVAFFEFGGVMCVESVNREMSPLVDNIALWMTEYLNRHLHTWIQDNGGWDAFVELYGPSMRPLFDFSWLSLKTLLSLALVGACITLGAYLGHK
The depositor's hits bear a star; ? = inconclusive. Unless noted, no stated cut-off is given here; in the data, active means inhibition above about 40%. The order is random; 0.94% or so of the library scored in one or more.

SMILES | ABCB1 block | Bim-Bcl-B | Bim-Bcl-XL | RGS4-Gao reg | RGS8-Gao | Bim-Bcl-W | Mcl-1 Bim block | Bim-Bfl-1 | RGS7-Gao | ABCG2 inh | Bim-Bcl-2
Cn1c(=O)c2c(nc(NCc3ccc4c(c3)OCO4)n2Cc2ccccc2)n(C)c1=O | 2.0 | -10 | -7 | 96 | 101 | 3 | -5 | -12 | 99 | 3 | -12
O=C(CC1NC2CCCCC2NC1=O)Nc1cccc(C(F)(F)F)c1 (stereo not drawn) | 0.5 | -11 | -7 | 97 | 98 | -3 | 0 | -16 | 101 | 3 | -10
Cc1cc(C)c(S(=O)(=O)CCC(C)C)c(=O)[nH]1 | 0.8 | 0 | -1 | 99 | 99 | 0 | 5 | -7 | 88 | -1 | 1
Cc1ccc(S(=O)(=O)N2CCOCC2)cc1NC(=O)COC(=O)c1ccc2c(c1)OCCO2 | -0.3 | -4 | 0 | 104 | 102 | -1 | -2 | -8 | ? | -2 | -1
COc1ccc(-c2oc3cc(OC)c(O)c(OC)c3c(=O)c2OC)cc1O | 0.7 | -4 | 1 | 103 | 101 | 4 | 1 | 3 | 98 | 9 | 1
COc1ccc(NC(=O)CCN2CCC(C)CC2)cc1 | 0.1 | -3 | -3 | 104 | 103 | -5 | -6 | -3 | 104 | 0 | -2
CC(C)CCNC(=O)COc1ccc2c3c(c(=O)oc2c1)CCC3 | 0.8 | 2 | 1 | 99 | 99 | 1 | 10 | 0 | 101 | 5 | 1
Nc1ccc2c(c1)N1CCN=C1S2 | 0.1 | 7 | -2 | 97 | 97 | 1 | 2 | 6 | 102 | 0 | 0
CSCC(=O)Nc1nc(-c2ccc3c(c2)OCCO3)cs1 | 0.2 | -2 | 0 | 100 | 99 | 0 | 0 | -5 | 97 | 6 | -4
COc1ccc(OC)c(NC(=O)CSc2nnc(CCCO)n2-c2ccccc2)c1 | 0.5 | -8 | -8 | 90 | 92 | 0 | 1 | -12 | 87 | 4 | -7

The last 2 entries of the part above are carried over, then new ones follow.
SMILES | ABCB1 block | Bim-Bcl-B | Bim-Bcl-XL | RGS4-Gao reg | RGS8-Gao | Bim-Bcl-W | Mcl-1 Bim block | Bim-Bfl-1 | RGS7-Gao | ABCG2 inh | Bim-Bcl-2
CSCC(=O)Nc1nc(-c2ccc3c(c2)OCCO3)cs1 | 0.2 | -2 | 0 | 100 | 99 | 0 | 0 | -5 | 97 | 6 | -4
COc1ccc(OC)c(NC(=O)CSc2nnc(CCCO)n2-c2ccccc2)c1 | 0.5 | -8 | -8 | 90 | 92 | 0 | 1 | -12 | 87 | 4 | -7
COc1cc(C(=O)NNC(=O)C2CC=CCC2C(=O)O)cc(OC)c1OC (stereo not drawn) | 0.2 | -9 | -8 | 101 | 101 | -7 | -6 | -4 | 99 | 0 | -3
O=C(c1cccn(Cc2cccc(Cl)c2)c1=O)N1CCOCC1 | 0.6 | -5 | 0 | 100 | 98 | 3 | 1 | -7 | 94 | 3 | -2
O=C(NNC1=C(C(=O)C(F)(F)F)CCC1)c1ccc(Cl)cc1 | 0.9 | -6 | -7 | 105 | 104 | 0 | -1 | -18 | 100 | 11 | -9
CCCc1cc(N2CCCC2)n2nc(C)c(-c3ccccc3)c2n1 | 0.3 | -3 | 0 | 103 | 107 | 3 | 4 | -6 | 105 | 1 | -1
C/C(N)=C(/C#N)C(=O)CSc1nnc(NC(C)C)s1 | 1.8 | 1 | 0 | 96 | 101 | 0 | 0 | 1 | 99 | 7 | 1
CCOC(=O)c1c(NC(=O)COC(=O)C2CC2C)sc(C)c1C (stereo not drawn) | 0.9 | -3 | -1 | 99 | 100 | 3 | 0 | -6 | ? | 12 | -3
CC1Cc2ccccc2N1CC(=O)Nc1cccc(S(N)(=O)=O)c1 (stereo not drawn) | -0.2 | -4 | -2 | 105 | 103 | -1 | 0 | -4 | 103 | -1 | -1
Cc1ccnc(N=Cc2c(O)ccc3oc4c(c23)CCCC4)c1 | 3.3 | 0 | 0 | 101 | 99 | 0 | -1 | 4 | 102 | 19 | 5
O=C(NC(=S)N(Cc1ccccc1)c1ccccn1)C1CC1 | 0.0 | -6 | -7 | 94 | 94 | -5 | -3 | -9 | 96 | 0 | -5
Cc1nn(-c2ccccc2)c(C)c1/C=N/Nc1nc2ccccc2[nH]1 | -0.1 | -7 | -8 | 99 | 111 | -7 | -7 | 3 | 94 | 0 | -1
N#Cc1ccc(-c2ccco2)nc1SCc1ccccc1 | 0.1 | 0 | -1 | 98 | 100 | -1 | -1 | 4 | 98 | 2 | -3
Cc1sc(NC(=O)CN(Cc2ccccc2)C(=O)C(C)C)c(C(N)=O)c1C | 0.6 | -7 | -5 | 103 | 102 | -4 | -6 | -3 | 101 | 1 | -1
CSc1nc(-c2ccccc2)nn1S(=O)(=O)c1ccc(Cl)cc1 | -0.7 | -5 | -6 | 87 | 91 | 0 | -2 | -10 | 84 | -3 | -8
CC(C)(C)OC(=O)N1CCC(C(=O)N2CCCCCC2)CC1 | 0.0 | -7 | -8 | 102 | 100 | -3 | 0 | -9 | 100 | 0 | -7
O=C(Cc1cccs1)NC1CCCC1 | 0.6 | -2 | -1 | 99 | 100 | -1 | -3 | -5 | 96 | 5 | -6
COc1cccc(C(=O)Cn2c(=N)n(C)c3ccccc32)c1 | 0.9 | -1 | 0 | 113 | 108 | 1 | -1 | -1 | 115 | 4 | 0
C#CCSc1nnc(-c2sc3ccccc3c2Cl)o1 | -0.9 | 2 | 2 | 107 | 96 | 1 | 1 | 1 | 108 | -3 | -1
CC(c1ccccc1)n1cc(C(=O)NCc2ccccn2)nn1 (stereo not drawn) | 0.2 | -3 | -2 | 98 | 100 | -1 | 0 | -7 | 99 | 1 | -5
CC(C)C(=O)N=c1sc2cc(F)cc(F)c2n1C | -0.7 | -3 | -2 | 97 | 98 | -3 | 2 | -11 | 104 | -3 | -4
Cc1cc(C)n(C)c(=O)c1C#N | 0.3 | -5 | -3 | 101 | 100 | -5 | -3 | -5 | 101 | 1 | -4
COc1ccc(CCNC(=O)C23CN(Cc4ccccc4)CC2C(c2ccc([N+](=O)[O-])cc2)=NO3)cc1 (stereo not drawn) | 9.3 | 0 | 8 | 96 | 95 | -1 | 1 | 2 | 99 | 5 | 4
CCOC(=O)N1CCC(NC(=O)c2ccc3snnc3c2)CC1 | 0.6 | 0 | -1 | 102 | 99 | 0 | 2 | -6 | 99 | 4 | -1
O=C(NC1CCCCC1)N1CCCc2ccccc21 | 0.2 | -4 | -9 | 102 | 105 | 2 | -1 | -12 | 99 | 0 | -5
CCOC(=O)CCP(=O)(O)C(O)c1ccc(OC)cc1 (stereo not drawn) | 0.0 | -8 | -10 | 102 | 102 | -5 | -6 | -18 | 99 | 0 | -13
Cc1ccc(C)c(-n2[nH]c3c4c(ccc3c2=O)C(=O)c2ccccc2C4=O)c1 | 2.0 | 20 | 19 | 99 | 101 | 18 | 20 | 13 | 100 | 11 | 17
O=C(c1cccs1)N1CCCC(c2ccccc2)C1 (stereo not drawn) | 0.9 | -7 | -4 | 100 | 103 | -5 | -4 | -3 | 102 | 9 | -6
Cc1nnc(SCC(=O)N2CCN(C(=O)c3ccco3)CC2)n1-c1ccccc1 | 0.0 | 0 | -3 | 103 | 101 | -1 | -2 | -6 | 96 | 0 | -4
O=C(NCCN1CCN(C(=O)c2cccs2)CC1)c1cccs1 | 0.7 | -6 | -10 | 99 | 101 | -2 | -3 | -12 | 100 | 1 | -4
O=C(CN1C(=O)CC(c2ccccc2)S(=O)(=O)c2ccccc21)N1CCOCC1 (stereo not drawn) | 0.1 | -4 | -2 | 102 | 101 | 0 | 0 | -1 | 105 | 3 | -5
Cc1ccc(S(=O)(=O)N2CCCCC2)cc1NC(=O)COC(=O)c1cc[n+]([O-])cc1 | 0.5 | -5 | -6 | 108 | 107 | -1 | -5 | 2 | 108 | 0 | 2
C=CCN(CC=C)C(=O)c1ccc(OC2CCN(S(=O)(=O)N(C)C)CC2)cc1 | 0.4 | -2 | -1 | 102 | 102 | 0 | 0 | -1 | 97 | 1 | 0
O=C(CN(Cc1ccccc1F)C(=O)c1ccco1)NCc1ccc(F)cc1 | 1.8 | 0 | 0 | 99 | 102 | -1 | -2 | -3 | 102 | 6 | -6
COc1cc(/C=N/N=C(/N)c2nonc2N)cc(Br)c1OCc1cccc(C)c1 | -0.6 | -11 | -7 | 99 | 99 | 1 | -2 | -12 | 126 | -1 | -12
CC(C)c1ccc(Nc2nc(NCc3ccco3)nc(N3CCOCC3)n2)cc1 | 1.5 | -6 | -8 | 100 | 101 | 0 | -7 | -15 | 98 | 42 | -13
Cc1ccc(F)cc1NC(=O)C1CC(=O)N(CCc2ccccc2)C1 (stereo not drawn) | 0.4 | 0 | -1 | 100 | 104 | 1 | 0 | -1 | ? | 6 | -3
CCOC(=O)c1cc(-c2ccccc2)sc1NC(=O)C(C)OC(=O)c1ccncc1 (stereo not drawn) | 0.4 | -1 | -1 | 99 | 100 | 0 | 0 | 0 | 98 | -3 | -3
O=C(/C=C/c1ccc([N+](=O)[O-])cc1)NCC1CCCO1 (stereo not drawn) | 3.2 | -6 | -5 | 101 | 101 | -1 | 0 | -6 | 101 | 34 | -10
Cc1ccc(S(=O)(=O)N2CCN(C(=O)CN3CCCCC3)C2C(C)C)cc1 (stereo not drawn) | 0.6 | -5 | 0 | 79 | 96 | -2 | -3 | -8 | 76 | 3 | -7
CCOC(=O)N1CCN(C(=O)c2ccc(CS(=O)(=O)c3ccccc3OC)o2)CC1 | 0.2 | -5 | -9 | 105 | 105 | 3 | 2 | -10 | 104 | 1 | -4
COc1cc(C2NC(=O)NC(O)(C(F)(F)F)C2C(C)=O)cc(OC)c1OC (stereo not drawn) | 0.4 | -8 | -6 | 100 | 100 | -1 | -2 | -14 | 99 | 0 | -11
CCCCNS(=O)(=O)c1ccc2nc(SCC(=O)Nc3ccccc3)[nH]c2c1 | 0.0 | 0 | -4 | 113 | 124 | -3 | -1 | -1 | 111 | 3 | 0
Cc1nc2ccccn2c1C(=O)NCC(C)C | 0.2 | -9 | -8 | 100 | 103 | -5 | -5 | -2 | 99 | 5 | -4
Cc1cccc(-n2c(O)c(C=NC3CCS(=O)(=O)C3)c3ccccc3c2=O)c1 (stereo not drawn) | -0.1 | -4 | -2 | 96 | 100 | 0 | 0 | 0 | 97 | 1 | -5
O=C(NCCc1ccccc1)/C(=C\c1ccc([N+](=O)[O-])cc1)NC(=O)c1ccc(Br)cc1 | 0.7 | -6 | -6 | 103 | 104 | -4 | -4 | -1 | 101 | 9 | 0
COc1ccc(S(=O)(=O)N2CCSC2c2ccc(N)cc2)cc1 (stereo not drawn) | -0.2 | -12 | -2 | 100 | 102 | 0 | 1 | -8 | 98 | 4 | -3
COc1ccccc1OCC(=O)Nc1ccc(C(N)=O)cc1 | 1.1 | -2 | 0 | 103 | 98 | -1 | -2 | 0 | 98 | 5 | 0
